RNase H inhibition: RNase H inhibition, HIV 1 Gag Pol polyprotein, FRET biochemical assay, screening (AID 372); 0.77% of 100,000 active; one-dose inhibition, % at 10 µM; IC50 in µM for titrated hits; HIV-1 RT RNase H, FRET RNA/DNA substrate fluorescence; higher % means a stronger effect; in the data active = inhibition above about 50%
The depositor's hits bear a star. This is a subset; the hit share may differ from the screen's.

SMILES	RNase H inhibition
Cc1cccc(-c2cc(=O)oc(-c3cccc(F)c3)n2)c1	18%
COc1ccc2[nH]cc(CCNC(=S)Nc3ccccc3)c2c1	9%
CCOc1ccc(NC(=O)c2ccc(N3C(=O)c4cccnc4C3=O)cc2)cc1	0%
COc1ccc(N2CCSC2C(=O)c2ccccc2)cc1 (stereo not drawn)	5%
COc1ccc2ccccc2c1C=Nc1ccccc1C#N	27%
O=C(C1CCCC1)N1CCN(c2ccc([N+](=O)[O-])cc2)CC1	11%
Cc1ccc(NC(=O)c2cc3c(C)nn(-c4ccccc4)c3s2)cc1[N+](=O)[O-]	42%
Cc1ccc(N2C(=O)NC(=O)/C(=C\c3cc(C)n(C)c3C)C2=O)cc1	7%
O=C(N=Nc1c(O)[nH]c(=O)[nH]c1=O)c1sc2ccccc2c1Cl	9%
NCCCCNc1ccccc1[N+](=O)[O-]	10%
CC(C)(C)c1ccc(C(=O)Nc2ccc(NC(=O)c3sc4ccccc4c3Cl)cc2)cc1	24%
COc1ccc(Br)c(/C=N/NC(=O)N/N=C/c2cc(OC)ccc2Br)c1	39%
CCOc1cc(C2C(C(=O)OCCSCC)=C(C)NC3=C2C(=O)CC(c2ccc(OC)cc2)C3)ccc1O (stereo not drawn)	19%
N#C/C(=C\Nc1ccc([N+](=O)[O-])cc1)c1nc(-c2cccc(Br)c2)cs1	4%
C/C(=N\NC(=O)COc1ccc(I)cc1)c1ccc(Br)cc1	5%
N#Cc1ccc(C=Nc2ccc(Br)cc2)cc1	9%
O/N=C1\CCCc2c1[nH]c1ccc(OCc3ccccc3)cc21	14%
Cc1ccc(N2C(=O)C(Cl)=C(Nc3ccc(C)c(Cl)c3)C2=O)cc1	7%
COc1ccc([N+](=O)[O-])cc1NC(=O)CCc1ccccc1	4%
CCN(CC)C(=O)CN(c1ccc(C)cc1)S(=O)(=O)c1ccccc1	14%

Three compounds from above, ordered by heavy-atom count, smallest number first:
SMILES	RNase H inhibition
Cc1ccc(N2C(=O)C(Cl)=C(Nc3ccc(C)c(Cl)c3)C2=O)cc1	7%
CC(C)(C)c1ccc(C(=O)Nc2ccc(NC(=O)c3sc4ccccc4c3Cl)cc2)cc1	24%
CCOc1cc(C2C(C(=O)OCCSCC)=C(C)NC3=C2C(=O)CC(c2ccc(OC)cc2)C3)ccc1O (stereo not drawn)	19%

(more compounds)
SMILES	RNase H inhibition
O=C1/C(=C\c2ccc(-c3ccccc3[N+](=O)[O-])o2)SC(=S)N1CCc1ccccc1	19%
O=C(CCSc1ccccc1)NCCSCc1ccccc1	14%
COc1cc(/C=C2/C(=O)NC(=O)N(c3ccccc3F)C2=O)cc(Cl)c1OC	14%
Cc1ccc(/C=C2\SC(=O)N(CCC(=O)Nc3c(C)n(C)n(-c4ccccc4)c3=O)C2=O)cc1	2%
COc1cc(OC)c(CNc2ccc(F)c(Cl)c2)cc1Br	8%
CC(C)CN1CCC(C(=O)NC2CCCCCC2)CC1	3%
CC(=O)C1=C(O)C(=O)N(c2cccc(C(=O)O)c2)C1c1ccc(Cl)cc1 (stereo not drawn)	1%
Cc1c(NC(=O)c2cc3cc([N+](=O)[O-])ccc3oc2=O)c(=O)n(-c2ccccc2)n1C	1%
COc1cccc(/C=C2\SC(=S)N(NC(=O)c3cccnc3)C2=O)c1	11%
CC(NC(=O)CN(c1ccc(Br)cc1)S(C)(=O)=O)c1ccccc1 (stereo not drawn)	5%

Filtered by structure: the compounds so far containing a Cl atom
SMILES	RNase H inhibition
O=C(N=Nc1c(O)[nH]c(=O)[nH]c1=O)c1sc2ccccc2c1Cl	9%
CC(C)(C)c1ccc(C(=O)Nc2ccc(NC(=O)c3sc4ccccc4c3Cl)cc2)cc1	24%
Cc1ccc(N2C(=O)C(Cl)=C(Nc3ccc(C)c(Cl)c3)C2=O)cc1	7%
COc1cc(/C=C2/C(=O)NC(=O)N(c3ccccc3F)C2=O)cc(Cl)c1OC	14%
COc1cc(OC)c(CNc2ccc(F)c(Cl)c2)cc1Br	8%
CC(=O)C1=C(O)C(=O)N(c2cccc(C(=O)O)c2)C1c1ccc(Cl)cc1 (stereo not drawn)	1%

The listing continues.
SMILES	RNase H inhibition
CC(NC(=O)CSc1ccc(Cl)cc1)c1ccccc1 (stereo not drawn)	0%
CC(C)=CCCC1=CCC2(C)C(=O)NNC(=O)C2C1 (stereo not drawn)	1%
COc1cc(Cl)c(NC(=O)c2cc3ccccc3cc2O)c(OC)c1	22%
COc1cc2c(cc1OC)C1=CC(=O)C(=O)N1C(C)(C)C2	20%
Cc1ccc(/C=C/C(=O)Nc2nc(-c3ccccc3)cs2)cc1	0%
COc1cc2c(cc1OC)C(c1cccc(Cl)c1)N(Cc1cccc(Cl)c1)CC2 (stereo not drawn)	23%
Cc1ccc2c(c1)-c1c(sn(-c3ccc(-c4ccccc4)cc3)c1=S)C(C)(C)N2	13%
CC(COc1ccccc1)COc1ccc(Cl)cc1/C=C1/SC(=S)NC1=O (stereo not drawn)	45%
O=C(Nc1cccc(-c2nc3ccccc3o2)c1)c1cccc(Cl)c1Cl	15%
Cc1ccc(N2C(=O)CC(N3CCN(c4ccc(Cl)cc4)CC3)C2=O)c(C)c1 (stereo not drawn)	5%
COc1ccccc1OCC(=O)N=Nc1c(O)n(C)c2c(C)cc(Br)cc12	4%
CCOC(=O)C1=C(C)N=c2s/c(=C\c3cc(Br)c(OCc4ccc(Cl)cc4)c(OC)c3)c(=O)n2C1c1ccc(Cl)cc1 (stereo not drawn)	6%
CCOc1ccc(N=Nc2c(C)[nH]n(-c3nc(-c4ccccc4)cs3)c2=O)cc1	42%
Cc1ccc(C(=O)N/C(=C\c2sccc2C)C(=O)NCC(C)C)cc1	3%
CC(C)=C1C(=O)NN(c2cccc(Br)c2)C1=O	2%
O=C(Oc1ccc(OC(=O)c2ccco2)c(S(=O)(=O)c2ccc(Cl)cc2)c1)c1ccco1	15%
COc1ccc(Br)cc1C=C1SC(=S)N(c2ccc([N+](=O)[O-])cc2)C1=O	0%
CCOC(=O)c1c(N2C(=O)CC(Sc3ccccc3C(=O)O)C2=O)sc2c1CCCC2 (stereo not drawn)	4%
Cc1ccc(C(=O)NC(=S)Nc2cccc(-c3nc4ccccc4o3)c2)cc1[N+](=O)[O-]	12%
O=[N+]([O-])c1cccc(S(=O)(=O)Nc2ccccc2-c2ccccc2)c1	1%
Cc1ccc(S(=O)(=O)N(CC(=O)Nc2ccc(Cl)cc2C)c2cccc(Cl)c2)cc1	3%
CCOc1ccc(N2C(=O)CC(NCCc3ccc(S(N)(=O)=O)cc3)C2=O)cc1 (stereo not drawn)	0%
N#CCCn1cc(C=O)c(-c2ccc(-c3ccccc3)cc2)n1	0%
CCOc1cc(/C=C2\N=C(c3ccccc3)OC2=O)ccc1OCc1c(C)no[n+]1[O-]	7%
C=CCOc1ccc(/C=C2\C(=O)N(c3ccc(OC)cc3)C(C)=C2C(=O)OCC)cc1	0%
COc1ccc(OC)c(C(=O)N/N=C/c2ccccn2)c1	3%
COc1ccc(C(=O)Nc2ccc3oc(-c4c(F)c(F)c(F)c(F)c4F)nc3c2)cc1[N+](=O)[O-]	20%
CCN(CC)CCN1C(=O)C(=O)/C(=C(\O)c2ccc([N+](=O)[O-])cc2)C1c1ccc(Cl)cc1 (stereo not drawn)	3%
COC(=O)C1=C(C(=O)OC)SC(=C2C(=S)C(C)(C)N(C(=O)c3cccc(F)c3)c3c(C)cccc32)S1	6%
CCOC(=O)C1=C(C)N=c2s/c(=C\c3ccc(-c4ccccc4[N+](=O)[O-])o3)c(=O)n2C1c1c(OC)ccc2ccccc12 (stereo not drawn)	21%
Cc1cccc(N=C2NC(=O)/C(=C3/C(=O)N(C)c4ccccc43)S2)c1C	16%
CC(C)c1ccc(C=NCCO)cc1	1%
CC(=O)N/C(=C\c1ccccc1)C(=O)NC(CCC(=O)O)C(=O)O (stereo not drawn)	3%
NC(=O)c1cccc(NC(=O)c2ccccc2I)c1	3%
CCOC(=O)c1c(C)[nH]c(/C=N/O)c1O	1%
CC1=C(C(=O)OCc2ccccc2)C(c2cccc(F)c2)C2=C(CC(C)(C)CC2=O)N1 (stereo not drawn)	9%
O=c1c2ccccc2c(=O)c2c1c(NCc1ccccc1)cc1oc3ccccc3[nH]c12	10%
Cc1ccc(OCCCCOc2cccc3cccnc23)cc1C	39%
COc1ccc(-c2csc(/C(C#N)=C\c3cc(OC)ccc3OC)n2)cc1	24%
CC(=O)C1(Nc2ccccc2)CC(C)=NN1C(=O)c1ccccc1 (stereo not drawn)	0%
COc1ccccc1/C=C(\C#N)c1nc(-c2cccc([N+](=O)[O-])c2)cs1	13%
NC(=O)C1CCCc2c1[nH]c1ccccc21 (stereo not drawn)	5%
COc1ccc(OC)c(C2/C(=C(\O)c3ccc([N+](=O)[O-])cc3)C(=O)C(=O)N2CCCCCC(=O)O)c1 (stereo not drawn)	10%
N#C/C(=C\c1cccc(Cl)c1)c1nn(CCO)c(N)c1C#N	11%
Cc1ccc(-c2cc3nc(C)c(Cl)c(C)n3n2)cc1	14%
Cc1ccccc1NC(=O)C(=O)NCc1cccnc1	8%
O=[N+]([O-])C1=Cc2cc(Br)cc(Br)c2OC1c1c(Cl)cccc1Cl (stereo not drawn)	28%
COc1ccc(C(=O)Oc2cccc(C=C3C(=O)NC(=O)NC3=O)c2)cc1	12%
CC(C(=O)N1C(C)CCCC1C)N1C(=O)c2ccccc2C1=O (stereo not drawn)	1%
COc1ccccc1CNC(=O)C1CC(=O)N(c2ccc(C)cc2)C1 (stereo not drawn)	37%

Additional structures follow.
SMILES	RNase H inhibition
COc1ccc(-c2ccc(/C=C/C(=O)O)o2)cc1	11%
CSc1ccc(S(=O)(=O)N(CC(=O)N2CCC(C)CC2)c2ccc(C)cc2)cc1	7%
Cc1ccc(N(CC(=O)Nc2ccccc2F)S(=O)(=O)c2ccccc2)cc1C	13%
COc1cccc(/C=C(\C#N)c2nc3ccc(C)cc3[nH]2)c1O	5%
Fc1ccc(-c2nnn(Cc3nn[nH]n3)n2)cc1	2%
COC(=O)C1=C(C)N(C)C(C)=C(C(=O)OC)C1c1ccccc1C	4%
Cc1ccc(OCC(=O)N=Nc2c(O)[nH]c3ccc(Br)cc23)cc1	10%
Clc1cccc(OCCCOc2cccc3cccnc23)c1Cl	5%
COc1cc(NC(=O)c2ccccc2[N+](=O)[O-])ccc1NC(=O)c1cc2ccccc2o1	22%
O=C(O)CCN1C(=O)/C(=C/c2ccc(-c3ccccc3[N+](=O)[O-])o2)SC1=S	8%

A few values from the list:
RNase H inhibition result of `CSc1ccc(S(=O)(=O)N(CC(=O)N2CCC(C)CC2)c2ccc(C)cc2)cc1` stands at 7%
RNase H inhibition result of `COc1cccc(/C=C(\C#N)c2nc3ccc(C)cc3[nH]2)c1O` stands at 5%
RNase H inhibition result of `Cc1ccc(N(CC(=O)Nc2ccccc2F)S(=O)(=O)c2ccccc2)cc1C` stands at 13%

(next part)
SMILES	RNase H inhibition
COc1ccccc1OCCOCCOc1ccc(C(C)C)cc1	13%
CCOC(=O)c1ccc(NC2=C(N3CCOCC3)C(=O)c3ccccc3C2=O)cc1	12%
Cc1c(C#N)c(=O)ncn1Cc1ccccc1	4%
CCOc1cc(/C=N\N2CCN(c3ccccc3)CC2)ccc1O	2%
COc1ccc(C(=O)n2cnc3ccccc32)cc1OC	1%
O=C(N=Nc1c(O)n(Cc2ccccc2)c2ccccc12)c1ccccc1O	10%
CCc1ccccc1NC(=O)c1c(NC(=O)c2ccccc2Cl)sc2c1CCC2	22%
O=C1CCCC2=C1C(c1ccc(OCc3ccccc3)cc1)Nc1ccc3ncccc3c12 (stereo not drawn)	14%
O=C(CN1C(=O)C2CC=C(Cl)CC2C1=O)N1CCCC1 (stereo not drawn)	0%
Cc1ccc(NC(=S)N/N=C/c2ccccc2C)cc1	7%
NC(=O)c1c(/N=C/C=N/c2sc3c(c2C(N)=O)CCCC3)sc2c1CCCC2	10%
CC(C)(C)P(=O)(c1ccc(C(=O)O)cc1)C(C)(C)C	6%
O=C(/C=C/c1cccc([N+](=O)[O-])c1)c1cccc(Br)c1	15%
CCCOC(=O)C1=C(C)NC2=C(C(=O)CC(C)(C)C2)C1c1ccc(SC)cc1 (stereo not drawn)	11%
COc1ccc(N2C(=O)c3cccc4c([N+](=O)[O-])ccc(c34)C2=O)cc1	16%
C=CCOC(=O)C1=C(C)NC(=O)NC1c1cccc(OCC)c1 (stereo not drawn)	0%
Cc1ccc(OCn2c(=O)sc3ccccc32)cc1	36%
O=S(=O)(Nc1ccc(S(=O)(=O)N2CCCCC2)cc1)c1ccccc1	4%
COc1ccc(S(=O)(=O)N(CC(=O)NN=C2CCN(C)CC2)c2ccc(C)cc2)cc1OC	7%
CCc1ccccc1N(CC(=O)NCCc1ccccc1)S(C)(=O)=O	10%

Some of the entries so far, with each value named:
> CCOC(=O)c1ccc(NC2=C(N3CCOCC3)C(=O)c3ccccc3C2=O)cc1
  RNase H inhibition: 12%
> Cc1c(C#N)c(=O)ncn1Cc1ccccc1
  RNase H inhibition: 4%

Additional entries.
SMILES	RNase H inhibition
O=C1c2ccccc2C(=Nc2cc([N+](=O)[O-])ccc2O)C1c1ccc2ccccc2c1 (stereo not drawn)	13%
CCOc1cccc(C2C(C(=O)OCCOC)=C(C)NC3=C2C(=O)CC(C)(C)C3)c1 (stereo not drawn)	14%
CN(C)/C=C1\C=C2C(=O)c3ccccc3N2C1=O	0%
CC1=NN(c2ccc(Cl)cc2)C(=O)C1C(c1ccc(Cl)cc1Cl)c1c(C)[nH]n(-c2ccc(Cl)cc2)c1=O (stereo not drawn)	15%
O=[N+]([O-])c1cccc(N[C@H]2O[C@H](CO)[C@@H](O)[C@H]2O)c1	10%
CCOC(=O)Oc1ccc2c(=O)c(Oc3cc(C)cc(C)c3)c(C(F)(F)F)oc2c1	9%
COc1ccc(OC)c(/C=N/NC(=O)CCn2c3ccccc3c3ccccc32)c1	10%
Oc1ccc2ccccc2c1CN1CCOCC1	7%
CCOc1ccccc1C(=O)Nc1nc(-c2ccc(Br)cc2)cs1	8%
CC(=O)Nc1ccc(-c2ccco2)cc1	4%
CC1(CC(=O)N/N=C/c2c[nH]c3ccccc23)OCCO1	3%
COC(=O)C1=C(C)N(CC2CCCO2)C(=O)/C1=C\c1ccc(C(=O)OC)cc1 (stereo not drawn)	7%

Screening results from PubChem BioAssay.
